# Screens from PubChem BioAssay.
# FXIIa single – blocks human coagulation factor XIIa activity | purified human FXIIa, AMC substrate fluorescence, 2 h | inhibition, % at 10 µM | AID 701 | P00748 | 33,000 tested, 0.2% active; in the data active = inhibition above about 30%;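 note: 0% = enzyme with vehicle only and 100% = no enzyme blank; many of its hits are not listed in these tables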
# Target sequence (P00748 20-372 limits assumed): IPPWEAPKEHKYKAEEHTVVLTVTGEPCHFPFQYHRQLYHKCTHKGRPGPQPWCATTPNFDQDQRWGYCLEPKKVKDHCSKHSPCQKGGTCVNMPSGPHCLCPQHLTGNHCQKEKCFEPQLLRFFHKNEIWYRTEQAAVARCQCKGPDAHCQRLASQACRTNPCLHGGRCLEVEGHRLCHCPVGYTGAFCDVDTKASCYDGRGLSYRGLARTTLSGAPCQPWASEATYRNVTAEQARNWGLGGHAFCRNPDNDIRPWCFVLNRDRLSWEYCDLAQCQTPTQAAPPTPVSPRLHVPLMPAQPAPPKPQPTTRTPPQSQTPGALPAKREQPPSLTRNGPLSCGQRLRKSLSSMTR
# Target sequence (P00748 373-615 limits assumed): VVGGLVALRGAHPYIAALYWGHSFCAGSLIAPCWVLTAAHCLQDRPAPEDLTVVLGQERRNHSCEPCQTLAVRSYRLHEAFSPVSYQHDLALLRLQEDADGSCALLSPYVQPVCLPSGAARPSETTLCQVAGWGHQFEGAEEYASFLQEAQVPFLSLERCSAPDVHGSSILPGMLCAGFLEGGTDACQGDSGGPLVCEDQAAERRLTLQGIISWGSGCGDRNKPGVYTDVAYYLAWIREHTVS
# FXIa inh – blocks human coagulation factor XIa activity; purified human FXIa, fluorogenic AMC substrate cleavage; P03951; 33,000 tested, 0.3% active; AID 687; inhibition, % at 10 µM;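 active = inhibition above 40% in the primary screen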;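 note: 0% = enzyme without compound and 100% = blank wells lacking enzyme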
# * marks the source's active call; other numbers are inactive results. Some of the compounds tested, so the mix of outcomes need not match the whole.
SMILES,FXIIa single,FXIa inh
COc1ccccc1/C=N/NC(=Nc1ccc(C)cc1)c1nc2ccccc2s1,6,3
O=C(CN1CCCN(Cc2ccc(F)cc2Cl)C1=O)NC1CCCCCC1,8,8
CCN(CC)Cc1cc(CCNC(=O)c2ccc(Cl)cc2)ccc1O,7,5
CC(=O)OCC(=O)[C@@]1(O)[C@H](C)C[C@H]2[C@@H]3CCC4=CC(=O)C=C[C@]4(C)[C@@]3(F)[C@@H](O)C[C@@]21C,8,9
CC(=O)c1cc2c(cc1NC(=O)CSc1nc3ccccc3o1)OCO2,2,2
Cn1c(NC(=O)COc2ccccc2)cc(=O)n(C)c1=O,-13,-18
Cc1ccc(OC(=O)COc2ccccc2C)c(-n2nc3ccccc3n2)c1,6,2
CCC(=O)Nc1ccc2c(c1)OCCO2,9,-2
O=C(O)C(Cc1ccccc1)N1C(=O)c2ccccc2C1=O (stereo unspecified),6,13
CC(Oc1ccccc1)c1ccnn1S(C)(=O)=O (stereo unspecified),6,7

# A different layout for part of the listing above.
smiles	FXIIa single	FXIa inh
COc1ccccc1/C=N/NC(=Nc1ccc(C)cc1)c1nc2ccccc2s1	6	3
O=C(CN1CCCN(Cc2ccc(F)cc2Cl)C1=O)NC1CCCCCC1	8	8
CCN(CC)Cc1cc(CCNC(=O)c2ccc(Cl)cc2)ccc1O	7	5
CC(=O)OCC(=O)[C@@]1(O)[C@H](C)C[C@H]2[C@@H]3CCC4=CC(=O)C=C[C@]4(C)[C@@]3(F)[C@@H](O)C[C@@]21C	8	9

# The list goes on:
SMILES,FXIIa single,FXIa inh
O=C1CN(c2ccccc2F)C(=O)CN1c1ccccc1F,8,-5
O=C1CCCN1c1ccc(S(=O)(=O)NCCc2ccc(Cl)cc2)cc1,-3,2
O=C(O)CCCc1ccccc1,4,6
CCCNC(=O)Nc1ccc2c(c1)N(C)C(=O)c1ccccc1S2,-2,-7
CC(Sc1nnc(-c2cccs2)n1Cc1ccccc1)C(=O)NCc1ccc2c(c1)OCO2 (stereo unspecified),6,-3
CCCNC(=O)Cn1c(=O)oc2ccccc21,2,-3
Cc1ccc(S(=O)(=O)/N=C2\C(=O)c3ccccc3C([O-])=C2n2cc[n+](CCC(C)C)c2)cc1,3,-7
CC(=O)c1cccc(NS(=O)(=O)c2cc(OCC(N)=O)c(C)cc2Cl)c1,2,1
Cc1nn(-c2ccccc2)c(Cl)c1C(=O)OC(C)C(=O)NC(=O)NC1CCCCC1 (stereo unspecified),10,-11
CC(C)=CCC/C(C)=C/CC(C)(C)CNCCN1CCNCC1,-18,17
Nc1nnc(-c2ccccc2Cl)s1,3,4
Cc1cc(C(=O)N2CCCCCC2)cs1,3,2
Fc1ccccc1OCCSc1nnnn1-c1ccccc1,4,2
CCOC(=O)N1CCC(N2C(=O)c3ccccc3C2Nc2ccccc2)CC1 (stereo unspecified),-1,0
CN1CCN(/C=N/c2c(C#N)cnn2C)CC1,4,-3
CN(C)/N=C/C=C1\CC/C(=C\c2ccc(Br)cc2)C1=O,-8,28
Cn1nc(OC(=O)Nc2cccc(Cl)c2)cc1C(F)(F)F,1,8
c1ccc(N2CCN(c3ccccc3)C2c2ccncc2)cc1,8,4
CC(=O)Nc1nnc(SCC(=O)N2CCN(Cc3ccccc3)CC2)s1,-2,4
c1coc(CNCc2cccs2)c1,5,-1

# Taken from above.
# In FXIa inh, `CN1CCN(/C=N/c2c(C#N)cnn2C)CC1` has -3
# In FXIa inh, `Fc1ccccc1OCCSc1nnnn1-c1ccccc1` has 2
# In FXIa inh, `Nc1nnc(-c2ccccc2Cl)s1` has 4

# Next part:
SMILES,FXIIa single,FXIa inh
CCn1ncc(C2=NOC(C(=O)Nc3ccc(C)cc3)C2)c1C (stereo unspecified),2,-5
Cc1cccc(-n2c(O)c(C=NC3CCS(=O)(=O)C3)c3ccccc3c2=O)c1 (stereo unspecified),7,10
CSc1nc(C)cc(OCCO)n1,7,-5
Cc1ccc2nc(-c3ccc(NC(=O)C4CCCO4)cc3)[nH]c2c1 (stereo unspecified),3,4
CC(C)(C)c1ccc(S(=O)(=O)N2C=CC(C(F)(F)F)=NCC2)cc1,3,-6
CCOC(=O)c1c(-c2cccs2)csc1NC(=O)c1ccncc1,4,-5
Cc1c(Nc2nc3ccccc3nc2NS(=O)(=O)c2cccs2)c(=O)n(-c2ccccc2)n1C,6,-4
CSc1nccc(-c2cc(Cl)sc2Cl)n1,2,3
CC(=O)c1sc(NC(=O)C(C)(C)C)nc1C,-14,-1
O=C(Oc1ccc(Cl)c2cccnc12)N1CCCCCC1,5,2
Cc1ccc(C(=O)N2CCN(c3ccc(C(F)(F)F)cn3)CC2)c(C)c1,-16,25
Cc1ccc(S(=O)(=O)N2CCN(S(=O)(=O)N3CCOCC3)CC2)cc1C,4,-6
O=C(Nc1cccnc1)Nc1ccc2c(c1)OCO2,1,-5
O=C(Cn1c(=O)oc2ccccc21)NC(=O)NCc1ccccc1,3,6
CCOC(=O)c1ccccc1Nc1cn(C(C)=O)c2ccccc12,-6,18
COc1ccc(/C=C/c2ccncc2)c2ccccc12,6,10
CC1CN(S(=O)(=O)c2cccc(-c3csc(-c4ccccc4)n3)c2)CC(C)O1 (stereo unspecified),9,-3
CS(=O)(=O)N(CC(=O)N1CCN(C(c2ccccc2)c2ccccc2)CC1)C1CCCCC1,0,-3
C[C@]12CC[C@@H]3c4ccc(OC(=O)c5ccccc5)cc4CC[C@H]3[C@@H]1CC[C@@H]2O,2,0
CCOC(=O)c1oc2ccccc2c1CSc1nnnn1-c1ccccc1,10,3
COc1cccc(OCCOc2ccccc2OC(C)C)c1,7,-4
CCN(CC)c1ncnc2c1sc1nc(C)cc(C)c12,5,-1
C=CCNc1nc(Nc2ccc(OC)cc2)nc(OCC)n1,16,1
Cc1ccccc1-n1nc(C(=O)c2cccs2)cc(-c2nc3ccccc3[nH]2)c1=N,5,0
CN(C)S(=O)(=O)c1ccc(N2CCOCC2)nc1,2,3
CC(=O)c1c(C)[nH]c(C(=O)N2CCN(c3ccc(F)cc3)CC2)c1C,2,-3
O=C(Nc1ccc2c3c(cccc13)CC2)c1ccco1,0,-1
CN(C)CCCN1c2ccccc2Sc2ccc(Cl)cc21,5,-2
CCN(c1ccc(OC)cc1)c1ncnc2nc[nH]c12,9,7
Cc1ccc2nc(SCC(=O)Nc3ccccc3N3CCOCC3)c(C#N)cc2c1,5,-2

# Some of these compounds in order of formula weight, descending.
SMILES,FXIIa single,FXIa inh
Cc1ccc2nc(SCC(=O)Nc3ccccc3N3CCOCC3)c(C#N)cc2c1,5,-2
Cc1ccccc1-n1nc(C(=O)c2cccs2)cc(-c2nc3ccccc3[nH]2)c1=N,5,0
CC(=O)c1c(C)[nH]c(C(=O)N2CCN(c3ccc(F)cc3)CC2)c1C,2,-3
CCN(CC)c1ncnc2c1sc1nc(C)cc(C)c12,5,-1
CCN(c1ccc(OC)cc1)c1ncnc2nc[nH]c12,9,7

# The listing continues.
SMILES,FXIIa single,FXIa inh
O=C(O)CNc1nc(Cl)ccc1[N+](=O)[O-],3,-8
Cc1cc(C)nc(SCc2nnc(SCC(=O)NCc3ccco3)n2-c2ccccc2)n1,-16,-3
CC(C)C[C@H](NC(=O)OC(C)(C)C)C(=O)N1CCC(C(=O)O)CC1,-3,-6
CC1CCCCN1C(=O)c1cc2nc(-c3ccccc3)cc(-c3ccccc3)n2n1 (stereo unspecified),1,-1
CC(C)(C)C(=O)C(Cc1ccccc1Cl)n1cncn1 (stereo unspecified),11,1
CCn1c(=O)cc(OCC(=O)N2CCCCCC2)c2ccccc21,2,5
COc1ccc(C2CC(=O)c3cnc(NC(=O)c4cc(OC)cc(OC)c4)nc3C2)cc1 (stereo unspecified),5,-4
O=C(CCC1COc2ccccc2O1)NC1CCCCC1 (stereo unspecified),4,5
Cc1c(NC(=O)CSc2ncn[nH]2)c(=O)n(-c2ccccc2)n1C,2,4
Cc1ccc(CNn2cnnc2SCc2ccc(F)cc2)cc1,2,-2
COCc1[nH][nH]c(=O)c1C=Nc1ccc(Oc2ccccc2)cc1,7,4
COC(=O)C(Cc1c[nH]c2ccccc12)NC(=O)C(C)C (stereo unspecified),3,-3
CNCCCOc1ccc(C(C)(C)c2ccccc2)cc1,5,0
O=C(NCCOC(=O)c1ccccc1C(=O)OCCNC(=O)c1cccnc1)c1cccnc1,8,-1
COc1cccc2cc(-c3nnc(SCC(=O)NCCc4ccccc4)n3C)oc12,8,2
CNc1ccc(/C=C2\COc3ccccc3C2=O)cc1[N+](=O)[O-],8,8
O=C(Nc1cccc(Cl)c1)N1CCN2C(=O)c3ccccc3C12c1ccccc1 (stereo unspecified),5,9
CC(C)(C)C1CCC(OCC(O)CN2CCN(c3ccccc3)CC2)CC1 (stereo unspecified),-11,-12
Cn1c(Cn2nnc3ccccc32)nnc1SCC(=O)N1c2ccccc2CCc2ccccc21,3,-6
COC(=O)c1c(C(=O)OC)c2ccncn2c1Cl,0,1
COc1cccc(/C=N/n2c(=S)n(C)c3ccccc32)c1OC,7,-6
CC(=O)N1CCN(S(=O)(=O)c2ccc(C)cc2)C1c1ccc(N(C)C)cc1 (stereo unspecified),10,1
CCOC(=O)c1c(NC(=O)OC)sc(C(=O)N(C)C)c1C,5,12
COc1ccc(C2C=C(c3ccccc3)Nc3nc(NC(C)=O)nn32)cc1 (stereo unspecified),-10,12
Cc1ccccc1NC1(C#N)C(=O)Nc2ccccc21 (stereo unspecified),1,5
CCCCn1c(SC(C)C(=O)c2ccc(OC)cc2)nc2cc(S(N)(=O)=O)ccc21 (stereo unspecified),7,-3
O=C(NC1CC2CCCC(C1)N2S(=O)(=O)c1ccccc1)C1CCCCC1 (stereo unspecified),6,-11
Cc1cc2oc(C(=O)N(Cc3ccccc3)C3CCS(=O)(=O)C3)cc(=O)c2cc1Cl (stereo unspecified),4,6
Cn1cc(C(=O)NCc2ccc(F)cc2)c(=O)c2cc(S(=O)(=O)N3CCCCC3)ccc21,3,7
O=C(c1ccco1)c1cn(CC(=O)N2CCCc3ccccc32)c2ccccc12,3,2

# 4 entries drawn at random from those above:
SMILES,FXIIa single,FXIa inh
O=C(Oc1ccc(Cl)c2cccnc12)N1CCCCCC1,5,2
CC(C)=CCC/C(C)=C/CC(C)(C)CNCCN1CCNCC1,-18,17
Cc1cccc(-n2c(O)c(C=NC3CCS(=O)(=O)C3)c3ccccc3c2=O)c1 (stereo unspecified),7,10
CC(=O)N1CCN(S(=O)(=O)c2ccc(C)cc2)C1c1ccc(N(C)C)cc1 (stereo unspecified),10,1

# Next structures:
SMILES,FXIIa single,FXIa inh
O=C(CN1CC(=O)Oc2ccccc21)OCC(=O)c1ccc(Br)cc1,1,-2
O=C(CSc1nnc(CNC(=O)c2ccco2)o1)NC1CCCC1,6,13
CC(=O)OCCCN1c2ccccc2Nc2nnc(-c3ccccc3)cc21,9,4
O=S(=O)(Cc1ccccc1)N1CCc2ccccc2C1,8,5
CCCOC(=O)Nc1nnc(CCC)s1,12,-1
Cc1cccc(NC(=O)c2sc(C)nc2C)c1,2,5
Oc1ccc(CNc2ccccc2O)cc1,-6,-1
O=C(CSc1nc2c(c(C(F)(F)F)n1)CCc1ccccc1-2)NCc1ccc(F)cc1,6,-7
CC(C)(C)c1ccc(S(=O)(=O)NCc2ccc(C(=O)N3CCCC3)cc2)cc1,-2,-1
c1ccc2c3nnc4n(c-3nc2c1)CCCS4,7,2
O=C(Nc1nccs1)C1CCCN1S(=O)(=O)c1ccc(F)cc1 (stereo unspecified),4,4
COc1cccc2c(=O)n(CC(=O)Nc3ccccc3F)ccc12,5,5
COc1ccc(OC)c(NC(=O)c2ccc(CN3CCOCC3)cc2)c1,10,-1
O=C(NC1CCCc2ccccc21)C1CCN(S(=O)(=O)c2cnc[nH]2)CC1 (stereo unspecified),3,4
COC(=O)Cn1c(C)c(C#N)c2ccccc21,6,-1
COc1cc2c(cc1OC)C1(Nc3c-2c(C)nn3-c2ccccc2)C(=O)Nc2ccccc21 (stereo unspecified),-12,19
CCCc1cc(=O)[nH]c(SCc2cccc(C)c2)n1,0,0
Cc1ccc(NC(=O)c2noc3c2CCc2ccccc2-3)cc1,-17,28
COc1ccc(S(=O)(=O)n2oc(=O)cc2-c2ccccc2)cc1,6,6
O=C1OC2(CCCCC2)OC(=O)C1=CNc1nc2ccccc2s1,5,14
Cc1ccc(S(=O)(=O)N2CCC(C(=O)NCc3ccccc3Cl)CC2)cc1,-10,32
CCOc1ccc(NC(=O)CSc2nc3cccnc3n2CCOC)cc1,6,2
CC1(C)N([O-])C2=C(c3ccccc3C2=O)[N+](=O)C1(C)C,1,-1
CCOC(=O)Cc1csc(NC(=O)NC2(C(F)(F)F)Oc3ccccc3O2)n1,0,-8
Cc1onc(-c2ccccc2Cl)c1C(=O)OCC(=O)c1ccccc1,0,-4
O=C(CSc1nnc(CNC(=O)c2cccs2)o1)c1ccc(Cl)cc1,8,1
COC(=O)c1ccc(Cl)c(NC(=O)CN2CCOCC2)c1,3,-2
CN1C(=O)CC(N2CCC(c3nc4ccccc4s3)CC2)C1=O (stereo unspecified),5,3
CC(C)CCNC(=O)c1nnc(Cc2ccc(Cl)cc2)o1,7,10
CCOC(=O)c1cnc2ccc(Cl)cc2c1N1CCN(C)CC1,2,-4
COc1ccc(Cn2ccnc2)cc1Br,-16,-14
COc1cc(C(=O)NC2CC3CCCC(C2)N3C2CC2)cc(OC)c1OC (stereo unspecified),8,4
O=C(CC12CC3CC(CC(C3)C1)C2)NCc1ccncc1,7,-12
CC(Sc1ccc(Cl)cc1)C(=O)NCc1cccnc1 (stereo unspecified),-4,-1
FC(F)(F)c1cc(-c2cccs2)n[nH]1,-10,14
CCC(C)n1c(C)nc2c(c1=O)c1nc3ccccc3nc1n2CCC1=CCCCC1 (stereo unspecified),-4,0
COc1cccc(C(=O)OCCN2CCCCC2)c1,2,3
Cc1nn(-c2ccccc2)c(C)c1C(=O)OCC(=O)NC12CC3CC(CC(C3)C1)C2,5,15
Cc1nc(CCNC(=O)c2cccs2)cs1,1,0
O=C1CCCCCN1Cc1ccccc1,5,7
CCOC(=O)C1CSC(CC(=O)Nc2ccc(OCC)cc2)C(=O)N1 (stereo unspecified),5,4
O=C(NC(=S)Nc1cc([N+](=O)[O-])ccc1Cl)c1ccccc1,3,-3
CCn1nnnc1SCC(=O)c1ccc(C)cc1,7,6
